APJ ag – APJ receptor agonism; P35414; CHO-K1 APJ PathHunter beta-arrestin, luminescence; 0% DMSO wells, 100% apelin; activation, % at 20 µM; 330,000 tested, 0.11% active; AID 2520;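 active means activation more than six SD over the plate average, tested at 20 µM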;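 further: 0% = DMSO alone and 100% = apelin-13 at 10 nM; some results filed as inactive read as strong as hits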
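Test system: CHO-K1 APJ beta-arrestin complementation cell line | Compound: Single test compound dose, 20 µM final, 1% DMSO | Incubation: Compound 90 min 25 °C, reagent 1 h | Measured by: beta-gal luminescence | Read-out basis: APJ–arrestin association signal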
UBC13 polyUb – inhibitors of human UBC13 polyubiquitin chain formation; P61088; TR-FRET; inhibition, % at 20 µM; 330,000 tested, 0.47% active; AID 485273; in the data active means inhibition above about 45%, passing the limit was not always enough
Target sequence (P61088 whole entry, looked up): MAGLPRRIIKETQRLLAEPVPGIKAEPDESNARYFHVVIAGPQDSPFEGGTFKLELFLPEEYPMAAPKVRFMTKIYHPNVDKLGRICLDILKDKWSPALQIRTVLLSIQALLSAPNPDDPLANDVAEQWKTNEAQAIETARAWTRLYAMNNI
APJ antag – antagonists of human APJ apelin receptor. 330,000 tested, 0.32% active. CHO-K1 APJ beta-arrestin complementation, luminescence. P35414. AID 2521. inhibition, % at 20 µM;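 active means inhibition above about 40% at 20 µM, limit read from the data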;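 further: cells challenged with 10 nM apelin-13 agonist together with compound; plate controls were apelin-13 plus DMSO wells for no effect and DMSO wells lacking apelin-13 for full effect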
ATG4B inhibitor – ATG4B (human) cysteine protease inhibition | AID 504462 | ATG4B cleavage of LC3-PLA2, NBD-HPC fluorescence, 1 h | 340,000 tested, 0.51% active | inhibition, % at 8.33 µM; in the data active means inhibition above about 40%
EBI2 block – antagonists of human EBI2 receptor; inhibition, % at 5 µM; 360,000 tested, 0.81% active; EBI2 beta-arrestin recruitment, luminescence, 7a,25-OHC stimulated; P32249; in the data active means inhibition above about 38%;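 further: enzyme fragment complementation signal reports receptor beta-arrestin coupling in cells; 0% = agonist plus DMSO wells and 100% = wells without agonist; some results beyond the cut were filed as inactive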
Target sequence (P32249 whole entry, looked up, the tested form may be a part): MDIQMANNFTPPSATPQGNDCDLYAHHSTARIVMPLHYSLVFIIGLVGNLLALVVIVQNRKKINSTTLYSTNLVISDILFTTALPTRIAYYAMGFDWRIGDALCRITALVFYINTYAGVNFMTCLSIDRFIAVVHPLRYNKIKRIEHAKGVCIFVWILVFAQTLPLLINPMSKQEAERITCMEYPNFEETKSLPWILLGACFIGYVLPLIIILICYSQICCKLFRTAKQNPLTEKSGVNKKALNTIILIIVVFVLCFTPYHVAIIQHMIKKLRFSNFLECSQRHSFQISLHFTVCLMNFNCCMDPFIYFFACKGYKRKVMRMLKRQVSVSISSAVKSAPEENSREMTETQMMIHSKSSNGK
CXCR6 block – CXCR6 (human) receptor inhibition; CHO-K1 PathHunter CXCR6 beta-arrestin, luminescence; inhibition, % at 20 µM; 360,000 tested, 0.36% active; in the data active means inhibition above about 34%, passing the limit was not always enough;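 further: antagonist mode with CXCL16 agonist at 10 nM final; 0% = 10 nM CXCL16 with DMSO and 100% = unstimulated wells without agonist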
Target sequence (O00574 whole entry, looked up): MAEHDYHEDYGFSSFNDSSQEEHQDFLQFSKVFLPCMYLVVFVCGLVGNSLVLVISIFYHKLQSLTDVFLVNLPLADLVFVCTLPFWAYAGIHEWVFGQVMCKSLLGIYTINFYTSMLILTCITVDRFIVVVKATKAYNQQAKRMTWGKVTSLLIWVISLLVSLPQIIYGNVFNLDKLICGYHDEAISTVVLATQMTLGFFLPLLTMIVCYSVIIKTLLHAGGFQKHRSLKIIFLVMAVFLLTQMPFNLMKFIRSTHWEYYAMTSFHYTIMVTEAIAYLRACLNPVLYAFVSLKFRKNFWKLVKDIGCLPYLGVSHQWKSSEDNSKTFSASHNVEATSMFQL
CCR6 antagonist – antagonists of human CCR6 receptor; P51684; CHO-K1 CCR6 PathHunter beta-arrestin, luminescence, CCL20-stimulated; inhibition, % at 20 µM; 340,000 tested, 0.49% active; AID 493098;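 active means compounds whose inhibition of the agonist-driven luminescence signal at 20 µM reaches about 50%, limit read from the data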;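 further: cells stimulated with CCL20 at 14 nM final; plate controls were DMSO with CCL20 for no effect and DMSO without agonist for full effect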
Gli-Sufu block – Gli-Sufu pathway antagonism; Sufu-KO-LIGHT fibroblasts, Gli luciferase reporter luminescence; AID 588413; inhibition, % at 5 µM; 340,000 tested, 0.74% active;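 active means inhibition above about 55%, limit read from the data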;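 further: 0% = DMSO-treated cells and 100% = wells with medium but no cells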
* = called active by the depositor; / = not tested or not shown.

SMILES | APJ ag | UBC13 polyUb | APJ antag | ATG4B inhibitor | EBI2 block | CXCR6 block | CCR6 antagonist | Gli-Sufu block
CCCCC1=CC2=C(c3ccco3)C(=O)C(C)(OC(=O)c3ccc(OC)cc3)C(=O)C2=CN1C(CO)CO (stereo unspecified) | 12 | 18 | -14 | 1 | 0 | 3 | -10 | -10
COc1ccc(CN(C)S(=O)(=O)c2c(C)noc2C)cc1OC | -5 | 0 | 5 | -6 | -1 | 8 | 6 | -1
O=C(Cc1ccc(Br)cc1)Nc1ccc(S(=O)(=O)Nc2ncccn2)cc1 | -1 | -8 | 9 | -1 | -8 | 1 | 5 | 8
CCN1CCN(c2cc(C)c3cc(NC(=O)c4cncc(Br)c4)ccc3n2)CC1 | 3 | 4 | -4 | 0 | 1 | -6 | -2 | 3
CCOC(=O)C1(Cc2ccccc2C(F)(F)F)CCN(C(=O)c2cc(C(C)=O)n[nH]2)CC1 | -1 | -4 | 11 | -2 | 27 | -6 | 14 | 4
CNC(=S)c1cc(C(C)(C)C)c(O)c(C(C)(C)C)c1 | -6 | -1 | -2 | 4 | 6 | 2 | 1 | -23
C=CCS(=O)(=O)N1CCCC(N2CCN(c3ccccc3OC)CC2)C1 (stereo unspecified) | -3 | -1 | 8 | 2 | -3 | -6 | 3 | 6
COc1cc(NS(=O)(=O)c2c(C(=O)N3CCOCC3)c(C)n(C)c2C)cc(OC)c1OC | -2 | 1 | 12 | 5 | -2 | 0 | 0 | -2
COc1cccc(C(C(=O)NC2CCCC2)N(C(=O)CNC(=O)c2ccco2)c2cccnc2)c1 (stereo unspecified) | 1 | -6 | 0 | 1 | -6 | 4 | 2 | -17
O=C(NNS(=O)(=O)c1ccccc1)c1cc2cc3ccccc3nc2s1 | -3 | -21 | -4 | -12 | 16 | 3 | -2 | -7
COc1ccc(/C=N/NC(=O)c2c([N+](=O)[O-])c(C)nn2C)cc1 | 4 | -15 | -2 | 5 | -8 | -4 | 6 | -2
O=C1C2CCCCN2C(=O)N1CCN1CCN(c2ccc(F)cc2)CC1 (stereo unspecified) | / | / | / | 11 | 2 | 8 | -6 | 10
Cc1ccc(C(C)C)c(OC/C(O)=C(\C#N)c2nc3ccccc3[nH]2)c1 | 1 | -9 | -3 | -7 | -3 | 0 | 22 | 13
O=C(Cn1c(=O)cnc2ccccc21)NNC(=O)c1ccc(Cl)cc1 | -2 | -4 | -9 | -5 | -1 | -3 | 6 | -5
O=C(CCn1cnnn1)N1CCCC(Nc2ccc(F)c(F)c2)C1 (stereo unspecified) | 1 | 2 | 4 | 6 | -6 | 3 | 2 | -10
CCOc1ccc(C(=O)N2CCN(c3ccccn3)CC2)cc1OCC | 0 | -10 | 9 | 1 | 5 | 1 | 5 | -9
COC(CNC(=O)C(=O)NCC1OCCN1C(=O)c1ccc(Cl)cc1)OC (stereo unspecified) | -1 | -5 | 6 | -2 | 0 | 4 | 7 | -2
O=C(CSc1nnc(CNc2ccccc2)o1)N1CCN(C(=O)c2ccco2)CC1 | 1 | -3 | 17 | -8 | -11 | 0 | -10 | 4
COCCCn1c(=O)c2sccc2n(Cc2cc(C(=O)OC)ccc2OC)c1=O | -2 | 14 | 3 | -4 | 10 | 8 | 14 | 5
COc1cc2ccccc2cc1C(=O)NC(=S)Nc1cc(C(=O)O)ccc1C | -3 | -12 | 10 | 13 | 0 | -4 | 14 | 2

Entries of single compounds from above. Order of screens: APJ ag | UBC13 polyUb | APJ antag | ATG4B inhibitor | EBI2 block | CXCR6 block | CCR6 antagonist | Gli-Sufu block
COc1cccc(C(C(=O)NC2CCCC2)N(C(=O)CNC(=O)c2ccco2)c2cccnc2)c1 (stereo unspecified) is listed with 1 | -6 | 0 | 1 | -6 | 4 | 2 | -17
COc1ccc(/C=N/NC(=O)c2c([N+](=O)[O-])c(C)nn2C)cc1 is listed with 4 | -15 | -2 | 5 | -8 | -4 | 6 | -2
O=C1C2CCCCN2C(=O)N1CCN1CCN(c2ccc(F)cc2)CC1 (stereo unspecified) is listed with / | / | / | 11 | 2 | 8 | -6 | 10
O=C(Cc1ccc(Br)cc1)Nc1ccc(S(=O)(=O)Nc2ncccn2)cc1 is listed with -1 | -8 | 9 | -1 | -8 | 1 | 5 | 8

Returning to the listing, repeating the 2 entries before the break.
SMILES | APJ ag | UBC13 polyUb | APJ antag | ATG4B inhibitor | EBI2 block | CXCR6 block | CCR6 antagonist | Gli-Sufu block
COCCCn1c(=O)c2sccc2n(Cc2cc(C(=O)OC)ccc2OC)c1=O | -2 | 14 | 3 | -4 | 10 | 8 | 14 | 5
COc1cc2ccccc2cc1C(=O)NC(=S)Nc1cc(C(=O)O)ccc1C | -3 | -12 | 10 | 13 | 0 | -4 | 14 | 2
COc1ccc(-c2nc(N)ncc2-c2ccccc2OC)c(O)c1 | -5 | -2 | 1 | -3 | 46* | -6 | 11 | -10
NC(=O)CCn1c(=O)oc2ccccc21 | 3 | 1 | -5 | 1 | -4 | -5 | -8 | 0
CN(C)c1ccc(N2C(=NC(=O)c3ccccc3)SC3CS(=O)(=O)CC32)cc1 (stereo unspecified) | -2 | 4 | 23 | -17 | -7 | 5 | 3 | -14
S=c1[nH]c2ccccc2n2c(=S)[nH]nc12 | -5 | -15 | 3 | -1 | 4 | 11 | 16 | -3
O=c1ccncn1C1OC(CO)C(O)C1O (stereo unspecified) | / | / | / | 6 | -5 | -3 | 9 | -7
CN(CC(=O)NC1CCCCCC1)S(=O)(=O)c1ccc2c(c1)n(C)c(=O)c(=O)n2C | -6 | 0 | -6 | 3 | -4 | 1 | -1 | 6
O=C(CCCN1C(=O)c2ccccc2C1=O)OC1CSCC1NC(=O)c1ccccc1 (stereo unspecified) | -3 | 13 | 3 | -4 | 9 | -3 | -1 | 3
O=C(COc1coc(CN2CCN(c3ccccc3F)CC2)cc1=O)NCC1CCCO1 (stereo unspecified) | -5 | 2 | 1 | -1 | 0 | -9 | -6 | 0
COc1cccc(/C=C2/C(=O)NN(c3ccc(C)c(C)c3)C2=O)c1 | 2 | -6 | 21 | 20 | 6 | 9 | 12 | 3
COc1ccc(N2C(=O)/C(=C/c3ccc([N+](=O)[O-])cc3)N=C2C)c(OC)c1 | 7 | -7 | -54 | -1 | 2 | -21 | -4 | 5
CCCCCN=C(C)c1c(O)c2ccccc2oc1=O | -3 | 2 | -11 | -5 | 3 | 2 | -2 | -65
O=C(NCc1ccco1)c1cc(C(=O)C2CCCCC2)c[nH]1 | -1 | -9 | -13 | -2 | -6 | -7 | -5 | -1
CCCN(CC1CC1)C(=O)CSc1ncnc2sc(C)c(C)c12 | -5 | 9 | -2 | 53* | 8 | -10 | -3 | 9
O=C(NNC(=O)c1cc(-c2ccco2)nc2ccccc12)c1ccccc1 | -4 | 2 | 18 | 1 | 4 | 0 | 13 | -1
O=C(NC1CCCC1)C(c1ccncc1)N(Cc1ccccc1)C(=O)c1ccc(-c2ccccc2)[nH]1 (stereo unspecified) | -2 | 0 | 11 | 4 | -8 | 8 | -4 | -4
CCN(CC(=O)Nc1c(F)cccc1F)C(=O)c1ccc(-c2ccc(C(C)=O)cc2)o1 | -2 | 19 | 10 | -47 | 10 | -4 | 5 | -10
CCOc1ccccc1Nc1ccc(C(=O)O)cc1[N+](=O)[O-] | -3 | -22 | 7 | -16 | -3 | 7 | 21 | 24
CS(=O)(=O)N1CCc2cc(S(=O)(=O)Nc3ccc4c(c3)OCCO4)ccc21 | 1 | 8 | 15 | -1 | -11 | -9 | 8 | 38
COc1cccc(C(=O)/C=C/Nc2ccc(S(=O)(=O)Nc3nc(C)cc(C)n3)cc2)c1 | 3 | -5 | -2 | -4 | -11 | -7 | -8 | 2
COc1ccc(CN2CCN(C(=O)c3ccc4c(c3)CCC4)CC2)cc1OC | -3 | 11 | -9 | -4 | 5 | -2 | 10 | -15
O=C(Oc1ccnc2cc(Cl)ccc12)N1CCOCC1 | -1 | 7 | -1 | -2 | -6 | 1 | 16 | 11
O=c1[nH]c2ccccc2nc1/C=C(\O)c1cccs1 | -3 | -60 | 7 | 1 | -4 | 4 | 6 | -41
CCC(=O)N1CCc2cc(S(=O)(=O)NCCC(=O)NCc3ccccc3OC)ccc21 | 1 | 4 | 13 | -5 | -7 | 4 | 12 | -3
Cc1ccc(CNC(=O)c2ccc3c(c2)S(=O)(=O)c2ccccc2C3=O)cc1 | 10 | 1 | -40 | 5 | -11 | -10 | -7 | -11
O=C(c1cccnc1)N(Cc1ccccc1)c1ccccc1 | -1 | -3 | 27 | 8 | -1 | -4 | -16 | -8
CCn1c(CNC(=O)c2cccs2)nnc1SCC(=O)Nc1ccc(Cl)cc1 | -4 | 2 | 14 | -10 | -5 | -1 | 9 | -7
C[C@H]1CN=C(Nc2ccccc2)N1CCc1ccc(F)cc1 | -6 | 3 | 7 | -2 | -4 | 4 | 13 | 1
COc1ccc([N+](=O)[O-])cc1NC(=O)C1(c2ccccc2)CCOCC1 | 0 | 9 | 8 | -11 | 5 | 0 | -7 | 7
CCOC(=O)Oc1ccc(/C=C2\N=C(C)OC2=O)cc1 | -3 | 1 | 23 | 8 | -6 | 11 | 23 | -9
CN(C(=O)c1cc([N+](=O)[O-])ccc1NCc1cccnc1)c1ccccc1 | -1 | -15 | 0 | -5 | 1 | 5 | 17 | 6
CC(=O)NCCc1nc2ccccc2n1CCCCOc1ccccc1 | -2 | 0 | -6 | 2 | -12 | -2 | 19 | 4
COc1cc(OC)cc(-c2c(-c3ccc(F)cc3)c3cc(-c4ccc5[nH]ccc5c4)ccc3n2C)c1 | 1 | 6 | -9 | 15 | -1 | 9 | 6 | 5
COc1ccc(CCNC(=O)c2cc(-c3ccco3)nc3ccccc23)cc1 | -3 | -2 | 5 | 6 | / | / | 8 | 2
Cc1cccc(C(=O)Nc2ccc(C(=O)N/N=C/c3cccnc3)cc2)c1 | 2 | 1 | 13 | -14 | 5 | -7 | -3 | -6
Cn1c(C(=O)NCCCN2CCCCC2)cc2sccc21 | -3 | 15 | -9 | -4 | -5 | 5 | 15 | 0
O=C1C(=O)N(CCCN2CCOCC2)C(c2ccc(Cl)cc2)/C1=C(\O)c1ccc2c(c1)OCCO2 (stereo unspecified) | -3 | -5 | 20 | 4 | 0 | -2 | 5 | -20
CCCOc1ccc(-c2c(C(=O)N/N=C/c3ccc(OC)cc3)nnn2-c2nonc2N)cc1 | 0 | -7 | 9 | -6 | 0 | 1 | 13 | -3
